# From PubChem BioAssay
# SSB-PriA inh: inhibitors of Klebsiella pneumoniae PriA binding to SSB C-terminal tail; AlphaScreen SSBct-PriA binding, biotinylated peptide; inhibition, % at 33 µM; 430,000 compounds, 0.6% hits; in the data active means inhibition mostly above about 37%, no sharp cut-off; inactive means mostly below about 20%;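 further: plate controls were negative control peptide for no effect and reference peptide for full effect; strong numbers were not always called active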
# * hit, by the source's call; & = joins results of further samples. These rows are one share of the data. The share of hits here may be higher or lower than overall.
SMILES,SSB-PriA inh
CCON=C(C)c1c(O)cc(C(C)C)n(-c2ccccc2)c1=O,5
CCCCOc1ccc(C(=O)N2CCN(c3nccn3CC)CC2)cc1,10
CCOC(=O)c1scc(-c2ccccc2)c1S(=O)(=O)Nc1cc(OC)c(OC)c(OC)c1,-3
COc1cc(-c2nnc(SCC(=O)Nc3nccs3)o2)cc(OC)c1OC,-11
COC(=O)C1=C(O)CCCC/C=C\1C(=O)O,-4
O=C(Cn1c(=O)n(CCCCC(=O)Nc2ccccc2)c(=O)c2ccccc21)NCCc1ccccc1,-2
O=C(NN=Cc1ccc(OCC(=O)N2CCOCC2)cc1)c1ccccc1Cl,-11
O=C(NCCOc1ccc2c(c1)OCO2)c1ccc([N+](=O)[O-])cc1,-3
Oc1cccc(C=NNC(=S)Nc2cccnc2)c1O,117
C=CCOc1ccc(C=NNC(C)=O)cc1OCC,-3
CCSc1nnc(NC(=O)CSc2ncnc3c2cnn3-c2ccccc2)s1,-16
COc1ccc2[nH]cc(C=NNS(=O)(=O)c3ccc(C)cc3)c2c1,0
COc1cccc(C(=O)Nc2nn(C)c3c2CC(C)C(=O)N3)c1OC (stereo not given),-13
O=C(NCCn1ncccc1=O)NC1CCCCC1,-14
CC(=O)O[C@]1(C(C)=O)CCC2C3CCC4=CC(=NOCC(=O)O)CC[C@]4(C)C3CC[C@@]21C (stereo not given in full),-10
CC(=O)c1cccc(S(=O)(=O)N2CCC(N3CCC(O)C3)CC2)c1 (stereo not given),-17
Cc1cc(=O)[nH]c(NC(=O)c2cccc(Oc3ccccn3)c2)n1,-3
CS(=O)(=O)N1CCC(C(=O)NCCn2cnc3ccsc3c2=O)CC1,-23
CCSc1ccc(C(=O)Nc2sc(-c3ccccc3)cc2C(N)=O)cc1,-22
O=C(CSCc1ccccc1)NCc1ccnc(-c2cccs2)c1,-12
O=c1c2cc(Cl)ccc2nc2sc(Nc3ccccc3)nn12,-9
Cc1cc(C)cc(-n2ccn(CC(=O)Nc3ccc(Br)cc3)c(=O)c2=O)c1,-15
Cc1cc(=O)[nH]c(-n2nc(-c3cccs3)cc2NC(=O)c2cccc(C(F)(F)F)c2)n1,3
CC(CC(=O)Nc1cccc(C(F)(F)F)c1)=NNC(=O)Cc1ccccc1,-1
O=C(NCC(c1cccc2ccccc12)N1CCCC1)c1ccc(Br)o1 (stereo not given),7
CCOc1ccc(S(=O)(=O)NN=C2CC(c3ccccc3)Oc3ccccc32)cc1 (stereo not given),2
O=C(O)CCC(=O)NC(CO)C(O)c1ccc([N+](=O)[O-])cc1 (stereo not given),4
O=C(CSc1cccc2cccnc12)c1cc2ccccc2o1,45
CN1CCCc2cc(CCNC(=O)c3ccccc3Cl)ccc21,48
Cc1[nH]c(=O)n(C)c(=O)c1CCC(=O)Nc1ccc(S(=O)(=O)N2CCC(C)CC2)cc1,7

# Entries shown so far that contain a nitro group on carbon, in the order listed:
SMILES,SSB-PriA inh
O=C(NCCOc1ccc2c(c1)OCO2)c1ccc([N+](=O)[O-])cc1,-3
O=C(O)CCC(=O)NC(CO)C(O)c1ccc([N+](=O)[O-])cc1 (stereo not given),4

# Arranged by formula weight (rising): part of the list above.
SMILES,SSB-PriA inh
O=C(CSCc1ccccc1)NCc1ccnc(-c2cccs2)c1,-12
O=C(NCC(c1cccc2ccccc12)N1CCCC1)c1ccc(Br)o1 (stereo not given),7
Cc1cc(=O)[nH]c(-n2nc(-c3cccs3)cc2NC(=O)c2cccc(C(F)(F)F)c2)n1,3
Cc1[nH]c(=O)n(C)c(=O)c1CCC(=O)Nc1ccc(S(=O)(=O)N2CCC(C)CC2)cc1,7

# Structures listed so far with an aryl methoxy group, in the order listed:
SMILES,SSB-PriA inh
CCOC(=O)c1scc(-c2ccccc2)c1S(=O)(=O)Nc1cc(OC)c(OC)c(OC)c1,-3
COc1cc(-c2nnc(SCC(=O)Nc3nccs3)o2)cc(OC)c1OC,-11
COc1ccc2[nH]cc(C=NNS(=O)(=O)c3ccc(C)cc3)c2c1,0
COc1cccc(C(=O)Nc2nn(C)c3c2CC(C)C(=O)N3)c1OC (stereo not given),-13

# Continued:
SMILES,SSB-PriA inh
COC(=O)c1c(NC(=O)CC2SC(=N)NC2=O)sc2c1CCC(C(C)(C)C)C2 (stereo not given),14
Cc1cc(C)c2sc(N(Cc3cccnc3)C(=O)CCOc3ccccc3)nc2c1,1
O=S(=O)(c1cc(Cl)ccc1Cl)n1cnc2ccccc21,-3
O=C(CC1CCCCN1S(=O)(=O)c1cccs1)NCc1cccnc1 (stereo not given),15
CC1CCCCC1=NNC(=S)Nc1cccnc1 (stereo not given),-9
CCSc1nc(-c2ccccc2)c(NC(=O)c2ccco2)s1,-61
O=c1c2ccccc2n(Cc2nc(-c3ccc(Br)cc3)no2)c(=O)n1CC1CCCO1 (stereo not given),-12
Cn1cc(C(O)CNC(=O)C(=O)Nc2ccc(OC(F)(F)F)cc2)c2ccccc21 (stereo not given),5
COc1ccc(C2C(=C(O)c3ccccc3)C(=O)C(=O)N2C)cc1 (stereo not given),-11
COCCN(Cc1ccsc1)S(=O)(=O)Cc1cc(F)ccc1F,-19
O=C(Nc1nnc(-c2ccc(Br)cc2)o1)c1ccc(S(=O)(=O)N2CCCCCC2)cc1,5
CN(C)c1cncc(O[C@H]2CCN(C(=O)CC3CC3)C2)n1,-4
O=C(Cn1ccc2ccccc21)Nc1cccc(-c2cn3ccsc3n2)c1,2
Cc1cccc(NC(=O)NNC(=O)c2cccn(Cc3cccc(Cl)c3)c2=O)c1,-3
CSc1ccc(NC(=O)COc2ccc(Cl)cc2Cl)nn1,3
Cn1cc(S(=O)(=O)N2CCOC(c3ccccc3)C2)cn1 (stereo not given),-12
Cc1ccc(S(=O)(=O)N=Cc2ccco2)cc1,1&-2
O=C(NCC#CCN1CCCC1)c1cccc(F)c1,3
Cc1cc(NS(=O)(=O)c2ccc(NC(=O)c3coc(NC(=O)c4cc(C)on4)n3)cc2)nc(C)n1,-13
Cc1cc(C)c(C)c(Cn2c(CN3CCOCC3)nc3ccccc32)c1C,25
O=C(NCc1ccccn1)C(=O)NCC(c1cccs1)N1CCc2ccccc21 (stereo not given),6
S=C(NCc1cccc(Cl)c1)NC1Cc2ccccc2C1,-11
COc1cccc(-c2csc(-n3nc(C)cc3NC(=O)Cc3ccc([N+](=O)[O-])cc3)n2)c1,0
O=C(NCCOc1ccc2nnc(-c3ccccc3)n2n1)Nc1cccs1,4&9
CCOC(=O)c1ccccc1NC(=O)CCCn1nc(-c2ccc(F)cc2)ccc1=O,-8
O=C(Nc1nc2c(s1)CN(C(=O)Nc1ccc3c(c1)OCO3)CC2)c1ccccn1,-2
CCn1cc(SCC(=O)Nc2nc3ccccc3s2)c2ccccc21,-6
Cc1[nH]c(=O)[nH]c(=O)c1CCC(=O)Nc1cc(C(F)(F)F)ccc1Cl,-7
Cc1noc(C)c1C=O,6
COc1cccc([C@H](CNS(=O)(=O)c2cccc(C(C)=O)c2)OC)c1,-9
COc1ccccc1N1CCN(c2ccnc(SCC(=O)NCc3ccc(SC)cc3)n2)CC1,17
CN(C)c1ccc(/C=C(/NC(=O)c2ccccc2)C(=O)NN=Cc2ccc([N+](=O)[O-])c(O)c2)cc1,24
Cn1c(=O)c2ccc(C(=O)NC3CCCC3)cc2n2c(SCC(=O)Nc3ccc(F)cc3)nnc12,1
O=C(C[n+]1cccc(C(=O)NN=Cc2ccc(Br)cc2)c1)c1ccccc1,19
O=C(Cc1cccs1)N1CCN(C(=O)[C@H]2C[C@@H]2c2ccc3c(c2)OCO3)CC1,-11
C=C(C)CNC(=S)NN=Cc1ccc(NC(C)=O)cc1,-21
COC(=O)c1ccc(C(=O)N(CCCN(C)C)c2nc3c(C)cccc3s2)cc1,0
Cc1cc(C)n(CCN(C(=O)C2CC2)c2nc3c(F)cc(F)cc3s2)n1,-2
O=S(=O)(C1CC1)N1CCN(Cc2ccsc2)CC1,-7
c1ccc2cc(Oc3ncnc4sccc34)ccc2c1,-23
CC[C@@H](C(=O)N1CCC(CSCc2ccco2)CC1)c1ccccc1,-6
O=C(O)c1ccc(CNS(=O)(=O)c2ccc(-c3ccc(Cl)cc3)cc2)cc1,1
COCCN(CCOC)C(=O)Cc1csc(NC(=O)Nc2ccccc2)n1,-4
O=C(NCC1CCN(Cc2ccco2)CC1)C1(c2ccccc2)CCOCC1,-10
Cn1nc(CNC(=O)C2(c3ccccc3)CCOCC2)cc1-c1ccncc1,-5
Cc1ccc(S(=O)(=O)Nc2cccc(-c3ccc4nnc(-c5ccncc5)n4n3)c2)cc1,2
COc1ccc(C(O)=CC(=O)C(=O)Nc2c(C)n(C)n(-c3ccccc3)c2=O)cc1,-1
COc1ccc(Cl)c2sc(N3CCCC3)nc12,-5
COc1cccc(C2CC(=O)Nc3sc(C(=O)c4ccco4)c(N)c32)c1 (stereo not given),0
CC(=NNc1nccnc1Cl)c1c(F)c(F)c(F)c(F)c1F,4
CC(=O)c1cccc(NC(=O)c2cc(Cl)ccc2Cl)c1,-23
CCCCN1C(=O)CCc2cc(NC(=O)COc3ccccc3OC)ccc21,-1
CCOc1ccc(NC(=O)CSc2ncc(-c3ccccc3)[nH]2)cc1,10
COC(=O)c1ccccc1NC(=O)Cn1nc2cc(-c3ccc(OC)cc3)nc(C)n2c1=O,-15
COc1cc(Cc2nccc3cc(OC)c(OC)cc23)c(C2OC(=O)c3ccccc32)cc1OC (stereo not given),0
CCOC(=O)N1CCN(C(=O)c2cc(-c3cc[nH]c3)n[nH]2)CC1,-13
CN(C)CCCN(C(=O)CN1C(=O)c2ccccc2C1=O)c1nc2ccc(Cl)cc2s1,16
Cc1noc(Cc2ccccc2NC(=O)c2ccsc2)n1,-16
O=c1/c(=C/c2cccc(Oc3ccccc3)c2)sc2ncnn12,2
Cc1nc2c(C)cccn2c1C(O)=C1C(=O)C(=O)N(CCN(C)C)C1c1ccco1 (stereo not given),-1
